MT stabilizer – microtubule stabilization, imaging screen | HeLa tubulin immunostaining HCS, 24 h; share of cells brighter than vehicle mean+2SD | % tubulin-high responders, % at 10 µM | hit rate 0.83% among 200,000;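 active = plate Z-score above 3 for both tubulin-high and condensed-nucleus cell shares, with cell loss under 80%, at 10 µM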;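 note: anti alpha tubulin signal scored within the nucleus-defined area of each cell; some results filed as inactive read as strong as hits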
bCat nuc transl – alters nuclear translocation of beta-catenin in HeLa cells; immunofluorescence imaging; nuclear translocation activity, % at 5 µM; hit rate 0.3% among 190,000; AID 1665;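 active = nuclear translocation activity above 50% at 5 µM, with a well cell count of 50 or more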;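 note: per-cell ratio of nuclear to cytoplasmic median beta-catenin stain intensity; plate controls were DMSO negative control for no effect and GSK-3 inhibitor IX positive control for full effect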
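Test system: human HeLa cells, native beta-catenin. Compound dosing: 5 µM primary single dose, 0.1% DMSO, 0.02–20 µM confirmation series. Incubation: compound exposure 24 h at 37°C. Detection: beta-catenin immunostaining with DAPI counterstain, 20x imaging, 6 fields/well. Read-out basis: Nuclear/cytoplasmic beta-catenin signal ratio, % activation.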
Dynein transport – dynein cargo transport inhibition; 3617.4 mouse cells, GR-EGFP nuclear translocation imaging; test concentration mostly 20 µM; stimulated with dexamethasone, 1 µM; stronger effect = lower value; z-score, hits read low; hit rate 0.47% among 220,000; AID 1381;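 active = plate z-score of nuclear minus cytoplasmic receptor signal below a set negative limit, without overly bright fluorescence or cell loss, cut at about -3.5 in these data, passing the limit was not always enough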;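 note: z-score of nuclear minus cytoplasmic ring GR-EGFP intensity difference per well; some compounds called inactive have numbers as strong as hits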
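Schedule: 48 h induction, then 1 h compound, then 30 min agonist, 37 °C. Buffer or medium: tetracycline-free induction medium containing charcoal-stripped FBS. Reagent: 1.0 µM final dexamethasone stimulus. Evaluation: nuclear versus cytoplasmic GR-EGFP signal, averaged per well. Signal: high-content fluorescence imaging after fixation.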
Ins promoter up – MIN6 insulin promoter up-regulation. MIN6 insulin promoter-GFP reporter, high-content imaging; stronger effect = higher value. z-score at 5 µM. hit rate 0.3% among 190,000;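 active = z-score above 3 at 5 µM with at least 500 cells counted in the well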
ER stress rescue – protection against thapsigargin-triggered cell killing – 384-well, CSM14.1, ATP luminescence, primary screen (AID 1222); CSM14.1 thapsigargin-induced death rescue, ATP luminescence; higher % means a stronger effect; 190,000 tested, under 10 active; one-dose cellular ATP content (survival), % at 20 µM; EC50 in µM for titrated hits;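 active = EC50 below 50 µM in the dose-response confirmation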;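 note: death triggered by thapsigargin at about 15 µM added after 2 h compound pretreatment; cell ATP read after overnight thapsigargin exposure of roughly 18 to 22 hours; normalized against plate controls of thapsigargin alone and 5% DMSO vehicle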
WT yeast gro inh – growth inhibition of WT yeast, mitochondrial fusion screen | mitochondrial fusion phenotypic screen, WT strain | inhibition, % at 10 µM | hit rate 2.1% among 190,000 | AID 1362; in the data active = inhibition above about 58%; tested in S. cerevisiae
Autophagy mod – autophagy modulation, high-content screen. MEF GFP-LC3 puncta imaging; test concentration mostly 10 µM. hit rate 0.98% among 190,000. calls only at 10 µM (by protocol);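 active = percentage of spot-positive cells more than 3 SD above its plate mean, without a fluorescence outlier flag or 80% toxicity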;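 note: spot-positive cell cutoff set from DMSO-treated cells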
Lipid droplet – modulators of hepatic lipid droplet formation | hit rate 0.4% among 240,000 | AML12 mouse hepatocytes, oleate lipid droplets, BODIPY imaging | inhibition, % at 6.5 µM;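 active = lipid droplet intensity inhibited by at least 50%, with more than 500 cells counted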
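Technique: fluorescence imaging, 20x objective, two fields per well / Assay system: AML12 hepatocytes (mouse) / Measure: % inhibition of lipid droplet signal / Doses: 6.5 µM single-point dosing / Incubation: overnight exposure / Reagent: 100 µM oleic acid challenge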
XIAP displacement – small molecules displacing peptide from XIAP – biochemical, IAP family, fluorescence polarization (AID 1018); displacement, % at 20 µM, or IC50 in µM where a hit was titrated; hit rate 0.007% among 200,000; XIAP BIR domain, fluorescence polarization peptide displacement; higher % means a stronger effect; in the data active = displacement above about 50%; note: a part of the inactive calls stands beside numbers as strong as those of hits
WT yeast gro inh mutant strain – also measured in WT yeast gro inh; calls as there; inhibition, %; mitochondrial fusion phenotypic screen, mutant strain inhibition
Dynein transport cytoplasmic EGFP – further read-out of Dynein transport, marked with its call; z-score; measured here: cytoplasmic GR-EGFP intensity; stronger effect = higher value
Dynein transport nuclear GR-EGFP – recorded beside Dynein transport, whose call it bears; z-score; measured here: nuclear GR-EGFP intensity;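 lower value marks the stronger effect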
Dynein transport cell count – second read-out of Dynein transport, no call of its own (marks repeat the call); z-score; measured here: cell count per field
Ins promoter up cell count – second read-out of Ins promoter up, no call of its own (marks repeat the call); cell count; measured here: cytotoxicity, nuclei count;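 total cells summed across four imaged fields per well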
Lipid droplet cells 6.5 µM – second read-out of Lipid droplet, no call of its own (marks repeat the call); cell count; measured here: cell count, cytotoxicity flag;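 cells counted across two imaged fields per well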
bCat nuc transl cell count 5 µM – recorded beside bCat nuc transl, whose call it bears; cell count; measured here: cell count, cytotoxicity flag
MT stabilizer Hoechst-high % – also measured in MT stabilizer; calls as there; % Hoechst-high responders; measured here: nuclear condensation Hoechst responders;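 share of cells brighter than vehicle mean plus two SD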
MT stabilizer cytotoxicity % – also measured in MT stabilizer; calls as there; toxicity, %; measured here: cytotoxicity by cell density;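 0% = mean cell density of plate MIN control wells and 100% = no cells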
Autophagy mod cell loss 18 h – further read-out of Autophagy mod, marked with its call; toxicity, %; measured here: cell loss, nuclei count;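 cell loss after 18 h compound exposure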
* hit, by the source's call; i = inactive; nt = not tested or not shown; & = joins results of further samples.

SMILES	Autophagy mod	Dynein transport	MT stabilizer cytotoxicity %	Dynein transport nuclear GR-EGFP	Ins promoter up	MT stabilizer Hoechst-high %	Ins promoter up cell count	Lipid droplet cells 6.5 µM	WT yeast gro inh	Dynein transport cell count	bCat nuc transl	MT stabilizer	bCat nuc transl cell count 5 µM	WT yeast gro inh mutant strain	Dynein transport cytoplasmic EGFP	XIAP displacement	Autophagy mod cell loss 18 h	ER stress rescue	Lipid droplet
Cc1ccc2nsnc2c1N	i	-0.268	7.0	0.055	1.24	1.9	1556	722	-18.1	0.364	-0.3	2.3	1073	-6.3	-0.227	-4.6%	15.9	1.0%	0.4
COc1ccc(NC(=O)c2ccccc2-c2ccc(C(F)(F)F)cc2)cc1S(=O)(=O)N1CCOCC1	i	-0.577	8.5	-0.651	-0.38	2.5	1421	607	0.6	0.953	-2.6	2.1	553	-11.8	-0.0352	0.3%	-6.0	-1.1%	-0.1
C/[N+]([O-])=C\c1coc2ccccc2c1=O	i	0.093	6.2	0.276	-0.78	1.9	979	847	-4.2	0.782	nt	0.9	nt	11.9	-0.0461	-5.4%	8.6	-1.1%	14.7
Cc1nc(-c2ccncc2)nc(NCCNc2ncccc2C(F)(F)F)c1Cl	nt	1.34	nt	1.19	-0.38	nt	910	729	nt	-3.26	1.1	nt	1343	nt	0.148	nt	nt	nt	3.3
CCCCc1c(O)nc(SCCC(=O)O)[nH]c1=O	i	0.0488	3.8	0.691	nt	1.2	nt	759	-22.8	1.16	nt	1.1	nt	-9.8	-0.232	-5.3%	-7.4	-0.8%	10.3
CCOC(=O)c1cnc(SCC)[nH]c1=O	i	-0.0346&0.429	5.8	0.648&0.792	-0.35&-0.39	1.5	1211&993	616&639	-4.6	0.66&-0.49	0.6	4.3	1313	8.5	-0.201&-0.248	-1.5%	-2.4	nt	-5.3&-9.3
c1ccc(-c2ccc(OCCCNC3CCCC3)cc2)cc1	i	0.432	11.3	0.144	-1.06	1.4	1215	509	45.5	1.12	-0.3	1.4	1469	33.1	-0.185	-17.0%	2.3	-3.0%	-29.8
COc1cc(/C=C/C(=O)N2CCCC2)cc(OC)c1OC	i	-0.34	6.5	-0.545	0.86	1.7	1428	617	-7.4	-0.00539	-2.5	4.7	1053	-15.9	-0.176	-3.0%	4.9	-1.9%	10.9
Cc1nc2ccccc2cc1C(=O)N/N=C/c1ccccc1[N+](=O)[O-]	i	-0.115	3.5	-0.363	-0.23	3.2	1340	667	1.9	0.58	0.2	2.5	499	-10.9	0.416	-0.7%	2.5	6.3%	0.8
O=C(CSc1nc2ccccc2s1)NC1CCCc2ccccc21 (stereo not drawn)	i	-0.955	6.7	-0.675	-0.52	3.2	1409	690	-10.1	0.484	1.3	3.1	973	-12.5	-0.25	-10.0%	11.3	-4.0%	10.5
COc1ccc(/C=C2\CN(Cc3ccccc3)C/C(=C\c3ccc(OC)cc3)C2=O)cc1	i	-1.71	4.9	-1.37	0.04	1.7	1140	607	-6.5	0.638	-0.6	9.5	1145	-1.2	0.243	-7.0%	-6.3	-2.2%	-15.2
OC(COC(c1ccccc1)c1ccccc1)CN1CCCCC1 (stereo not drawn)	i	-1.39	5.3	-0.509	nt	1.8	nt	804	21.6	0.307	1.6	2.0	467	11.8	-0.113	-2.5%	-1.4	-4.1%	23.9
Cc1ccc(OC(=O)CCC(=O)Nc2ccc(S(=O)(=O)Nc3cc(C)on3)cc2)cc1	i	-0.31	4.3	-0.21	nt	1.3	nt	588	-2.8	-0.431	-0.8	2.9	1103	-6.3	-0.222	-9.0%	-4.7	-1.7%	25.5
Cc1ccc(S(=O)(=O)Nc2nc3ccccc3nc2NCc2ccc3c(c2)OCO3)cc1C	i	0.272	9.5	-0.0163	0.07	3.3	1525	681	0.7	-0.42	-1.2	1.6	1133	-19.2	-0.142	-2.8%	-9.3	-0.7%	11.7
CCCCCCn1c(CN2CCCCC2CC)nc2c1c(=O)n(C)c(=O)n2C (stereo not drawn)	i	1.12	12.1	0.66	0.78	2.9	1598	646	16.0	0.209	-1.0	1.5	1048	8.8	-0.167	-11.5%	-11.9	3.9%	-3.5
O=C(COC(=O)C1CC(=O)N(Cc2ccco2)C1)c1ccc(OC(=O)c2ccco2)cc1 (stereo not drawn)	i	0.118	21.1	0.423	nt	1.2	nt	796	-9.0	0.952	0.4	2.5	487	-3.9	-0.244	-9.3%	3.5	-1.3%	16.0
Cc1cc(Nc2cccc(F)c2)n2c(n1)nc1ccccc12	i	1.28	8.5	0.378	0.44	1.4	1394	nt	0.2	-1.61	1.4	3.5	707	-7.0	-0.168	-3.4%	19.7	-0.9%	nt
CCOc1ccc(NC(=S)N(CCc2c(C)[nH]c3ccc(C)cc23)Cc2ccncc2)cc1	i	-1.28	7.6	0.206	-0.06	2.9	1221	682	28.6	0.552	-1.1	2.3	493	-15.3	-0.224	-1.8%	7.8	-0.3%	-22.5
Cc1ccc(OCCNC(=O)c2cc(C(=O)NCCOc3ccc(C)cc3)cc([N+](=O)[O-])c2)cc1	i	-0.372	11.2	-0.51	-0.06	3.2	1314	nt	21.6	0.897	2.6	2.8	527	-6.2	-0.291	-2.4%	11.7	0.2%	nt
COc1ccc(CCNC(=O)COC(=O)COc2ccc(Cl)cc2)cc1OC	i	-1.14	6.2	-0.549	-0.25	2.1	1197	704	-5.2	0.279	-1.2	1.8	1142	-0.1	-0.189	-5.8%	-1.6	-0.1%	11.1
O=c1cc(-c2ccccc2)c2ccc(O)c(CN3CCCCC3)c2o1	i	-0.965	14.7	-0.261	-0.61	2.2	1223	756	14.9	0.712	-1.6	1.6	1098	10.9	-0.229	-0.1%	-1.6	0.2%	0.8
COc1ccc(N(CC(=O)N/N=C/c2cccc3c2OCCO3)S(=O)(=O)c2ccc(NC(C)=O)cc2)cc1	i	1.45	13.3	-0.288	nt	1.6	nt	nt	-55.6	-0.911	nt	3.8	nt	-0.4	-0.225	-3.4%	-2.8	1.0%	nt
CCOc1cc(/C=C2\N=C(C)OC2=O)cc(Br)c1OCCc1ccccc1	i	-0.374	8.1	-0.109	0.6	1.9	995	738	23.0	-0.531	-4.1	1.4	1169	13.7	-0.215	-14.0%	-6.9	-1.1%	-1.0
CCNC(=O)NC(=O)COC(=O)CCc1nc(=O)c2ccccc2n1C	i	-0.869	8.8	-0.162	0.05	2.4	1637	706	-12.3	1.2	-0.6	1.5	921	-0.8	-0.329	-6.7%	1.8	-2.3%	0.6
O=c1c(-c2ccccc2)c(O)c2c(n1-c1ccccc1)CCCC2	i	0.622	8.5	0.19	-0.1	2.7	1337	732	-14.0	-0.844	1.8	5.1	448	25.0	-0.274	-1.5%	12.1	-1.7%	-17.2
CC(=O)Oc1ccc(C2C3=C(CC(C)(C)CC3=O)Nc3cc4c(cc32)OCCO4)cc1 (stereo not drawn)	i	0.505	23.4	0.435	0.05	2.4	1316	683	10.1	0.377	0.3	4.0	1073	4.3	-0.344	-1.2%	-1.8	0.7%	-4.4
O=C(O)c1cccc(Oc2ncnc3sc4c(c23)CCCC4)c1	i	0.0586	7.6	0.303	0.6	3.0	1354	687	-20.1	0.377	1.4	6.6	1013	6.6	-0.305	-6.5%	-0.1	2.0%	1.5
Fc1ccccc1COc1ccccc1/C=N/Nc1nc(N2CCCC2)nc(N2CCCC2)n1	i	0.427	8.6	0.334	-0.32	1.9	592	679	10.2	-0.262	1.4	1.9	482	-24.9	-0.198	-5.3%	8.6	-1.8%	0.3
O=C(NC(=S)Nc1ccccc1[N+](=O)[O-])c1ccccc1	nt	-0.046	nt	-0.00543	0.04	nt	1024	728	nt	0.416	-0.2	nt	1409	nt	-0.189	nt	nt	nt	4.3
CCCCc1cc(=O)oc2cc(OCC(=O)N(CC)CC)ccc12	i	-0.114	6.9	0.278	0.35	3.2	1528	nt	12.9	-0.0348	1.6	5.3	1286	10.2	-0.22	-6.9%	-7.1	3.3%	nt
CN(C)[C@@H](CO)c1nnc([C@H](CCC(=O)O)NC(=O)C2CCNCC2)o1	i	-0.338	7.6	0.0777	0.36	2.2	1353	656	-3.5	-0.334	-1.0	2.0	1145	1.4	-0.233	-7.5%	-13.6	-0.4%	-2.2
CN(c1ccccc1)S(=O)(=O)c1ccc(C(=O)OCC(=O)N2CCOCC2)cc1	i	2.6	28.4	2.53	-0.06	0.2	1292	733	-5.6	-3.06	1.3	3.6	1133	1.3	0.0581	-5.1%	10.3	nt	11.1
Cc1cccc(Nc2nnc(SCC(=O)Nc3cccnc3Cl)s2)c1	i	-0.384	7.5	-0.481	1.19	2.2	1237	711	13.6	0.474	nt	2.2	nt	-5.7	-0.316	-4.9%	0.4	-4.0%	-2.3

Compound activity (PubChem BioAssay)
